# Screening data deposited in PubChem BioAssay by several laboratories.
# ERa SRC1 inh – ER-alpha (human) coactivator binding inhibition; P03372; TR-FRET ER-alpha LBD / SRC-1 peptide, estradiol-bound; inhibition, % at 25.6 µM; 86,000 compounds, 1.7% hits; AID 629; in the data active = inhibition above about 50%;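 also: 0% = receptor plus peptide control and 100% = peptide only without receptor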
# PLAP act – human PLAP activation. P05187. purified PLAP enzyme, luminescent substrate read-out; active compounds read high. activation fold at 20 µM. 96,000 compounds, 1.2% hits; in the data active = activation fold above about 2
# CD11b adhes enh – CD11b/CD18-fibrinogen binding enhancement; activation, % at 10 µM; 93,000 compounds, 0.07% hits; AID 1499; P05107+P11215; K562 CD11b/CD18 adhesion to fibrinogen, ATPlite luminescence;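 active = 10 µM primary screen giving 50% or more activity, confirmed by 40% or more on retest at that dose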; also: strong numbers were not always called active; reference of the scale not given here
# Ecoli WT expand – blocks growth of wild type E. coli BW25113; OD600 absorbance; growth inhibition, % at 100 µM; 98,000 compounds, 0.15% hits;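 active = growth inhibition above about 50% at one test dose, limit read from the data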;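 also: growth measured after 20 h incubation at 37 °C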
# ERa SRC1 pot – enhances coactivator binding to human estrogen receptor alpha | AID 639 | P03372 | 86,000 compounds, 1.3% hits | TR-FRET ERalpha-LBD/SRC-Cy5 coactivator binding, 2 h; 100 = basal binding, no effect | coactivator binding (% of control), % at 25.6 µM; in the data active = activity above about 200%;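 also: binding measured in presence of low estradiol as agonist stimulus; 0% = peptide alone without receptor and 100% = receptor with peptide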
# MT1-MMP txn act – activates MT1-MMP transcription. activation factor at 10 µM. HT1080 MT1-MMP promoter luciferase reporter, luminescence, overnight; active compounds read high. 86,000 compounds, 0.16% hits;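 active = activation factor of at least 2 for MT1-MMP transcription at 10 µM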
# CD11b adhes inh – CD11b/CD18-fibrinogen binding inhibition; P05107+P11215; K562 CD11b/CD18 adhesion to fibrinogen, ATPlite luminescence; Mn2+ added to activate the integrin; inhibition, % at 10 µM; 93,000 compounds, 0.54% hits;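 active = primary inhibition of 50% or more at 10 µM, then 40% or more on retest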; also: some results filed as inactive read as strong as hits
# FAK blocker – inhibitors of human focal adhesion kinase; Q05397; biochemical FAK kinase activity assay; inhibition, %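 (tested at 7 µM)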; 97,000 compounds, 0.84% hits; in the data active = inhibition above about 19%;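 also: 0% = DMSO and 100% = reference compound high control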
# ERb SRC1 inh – ER-beta (human) coactivator binding inhibition | TR-FRET ER-beta LBD / SRC1-Cy5 peptide binding; receptor agonist-loaded with 1 µM estradiol | inhibition, % at 25.6 µM | 86,000 compounds, 1.3% hits | AID 633;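 active = compounds whose percent inhibition of the receptor-coactivator binding signal exceeds about 50% in the single-dose screen, limit read from the data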;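 also: 0% = receptor plus peptide wells without compound and 100% = peptide-only wells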
# Target sequence (Q92731 whole entry, looked up, the tested form may be a part): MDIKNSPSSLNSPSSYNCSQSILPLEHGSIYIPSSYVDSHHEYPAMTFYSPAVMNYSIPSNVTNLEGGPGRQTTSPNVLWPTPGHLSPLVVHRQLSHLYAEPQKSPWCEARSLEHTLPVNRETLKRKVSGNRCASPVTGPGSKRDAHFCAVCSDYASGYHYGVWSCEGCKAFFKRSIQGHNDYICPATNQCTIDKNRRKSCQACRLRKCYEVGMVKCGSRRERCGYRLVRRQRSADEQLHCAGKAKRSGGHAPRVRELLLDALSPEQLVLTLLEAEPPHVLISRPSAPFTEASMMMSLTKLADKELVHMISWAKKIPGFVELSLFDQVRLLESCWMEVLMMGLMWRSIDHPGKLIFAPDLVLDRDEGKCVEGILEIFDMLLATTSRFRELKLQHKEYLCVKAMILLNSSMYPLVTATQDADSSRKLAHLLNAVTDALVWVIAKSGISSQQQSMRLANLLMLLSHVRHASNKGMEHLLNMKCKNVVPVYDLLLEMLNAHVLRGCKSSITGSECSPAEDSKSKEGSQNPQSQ
# * marks the source's active call; other numbers are inactive results; / = no result given; & = joins results of further samples; [ ] = remark or other dose.
compound	ERa SRC1 inh	PLAP act	CD11b adhes enh	Ecoli WT expand	ERa SRC1 pot	MT1-MMP txn act	CD11b adhes inh	FAK blocker	ERb SRC1 inh
COc1ccc(Cl)cc1NC(=O)C(C)N1CCN(C/C=C/c2ccccc2)CC1 (stereo unspecified)	0.7	6	-0.9	-8.0	91.4	1	-1.8	-1.4	-3.1
O=C(Nc1ccc(S(=O)(=O)NC2CCCCC2)cc1)c1ccco1	2.4	/	/	/	96.6	1.2	/	1.8	5.6
Cc1cccc(NCc2nc3ccccc3n2Cc2ccccc2)c1	-8.5	20.4	-3.5	-9.0	82.6[fluorescence artefact?]	1.4	4.1	0.9	-12.6
C=CCSc1nnc(NC(=O)c2cccc(S(=O)(=O)N3CCOCC3)c2)s1	-4.6	1.3	4.2	1.0	95.3	1.1	45.3	-1.7	-1.9
COc1ccc(C)cc1NC(=O)c1cnc2sccn2c1=O	14.2	0.9	-4.8	/	82.2[fluorescence artefact?]	1	-1.4	/	28.0
Cc1ccccc1C(=O)N1CCC(C(=O)Nc2ccc(S(=O)(=O)N(C)C(C)C)cc2)CC1	/	1.9	1.6	5.0	/	/	6.1	-1.5	/
O=C(c1cccc(F)c1)N1CCC(N2CCCCCC2)CC1	-2.0	1.1	-2.3	8.0	108.4	0.9	-0.6	1.4	-1.3
Cn1c(SCCCC(=O)c2ccc(Br)cc2)nnc1-c1ccncc1	0.3	1.7	-0.4	5.0	98.5	1.1	7.2	0.2	-6.0
COC(=O)C1=C(C)N2C(=O)CSC2=NC1c1ccc2c(c1)OCO2 (stereo unspecified)	1.7	1.5	-0.5	/	132.7	1	-9.9	/	-0.5
Cc1ccc(C2CC(c3cccc(C)c3)n3nc(N)nc3N2)cc1 (stereo unspecified)	4.0	1.1	-3.1	2.0	98.7[fluorescence artefact?]	1	-5.0	/	-6.3[fluorescence artefact?]
COc1ccc(CCN(C(=O)C(F)(F)F)C(C(=O)NC2CCCCC2)c2ccc(C)s2)cc1 (stereo unspecified)	/	1	-3.0	-12.0	/	/	-4.5	-3.4	/
COc1cccc(C2CC(c3ccc(C(C)C)cc3)n3nc(N)nc3N2)c1 (stereo unspecified)	-1.2	1	-1.6	1.0	97.5	1.1	-7.4	2.9	-5.2
CS(=O)(=O)NCc1nnc(SCC(=O)NC2CCCCC2)n1-c1ccc(F)cc1	5.1	0.9	0.6	3.0	102.3	1.1	-18.7	-0.6	-3.3
CCCCn1cnc2sc3c(c2c1=N)CCCC3	5.2	1.4	-2.0	7.0	105.0	1.1	-4.5	/	4.7
Cc1[nH]c2ccccc2c1C(=O)CN1CCC(C(N)=O)(N2CCCCC2)CC1	-30.8	1.1	-1.4	14.0	94.5	1.1	-3.6	-3.4	-28.7

# At a glance, 6 of the compounds above.
compound	ERa SRC1 inh	PLAP act	CD11b adhes enh	Ecoli WT expand	ERa SRC1 pot	MT1-MMP txn act	CD11b adhes inh	FAK blocker	ERb SRC1 inh
Cc1ccc(C2CC(c3cccc(C)c3)n3nc(N)nc3N2)cc1 (stereo unspecified)	4.0	1.1	-3.1	2.0	98.7[fluorescence artefact?]	1	-5.0	/	-6.3[fluorescence artefact?]
COc1ccc(CCN(C(=O)C(F)(F)F)C(C(=O)NC2CCCCC2)c2ccc(C)s2)cc1 (stereo unspecified)	/	1	-3.0	-12.0	/	/	-4.5	-3.4	/
COc1cccc(C2CC(c3ccc(C(C)C)cc3)n3nc(N)nc3N2)c1 (stereo unspecified)	-1.2	1	-1.6	1.0	97.5	1.1	-7.4	2.9	-5.2
CS(=O)(=O)NCc1nnc(SCC(=O)NC2CCCCC2)n1-c1ccc(F)cc1	5.1	0.9	0.6	3.0	102.3	1.1	-18.7	-0.6	-3.3
CCCCn1cnc2sc3c(c2c1=N)CCCC3	5.2	1.4	-2.0	7.0	105.0	1.1	-4.5	/	4.7
Cc1[nH]c2ccccc2c1C(=O)CN1CCC(C(N)=O)(N2CCCCC2)CC1	-30.8	1.1	-1.4	14.0	94.5	1.1	-3.6	-3.4	-28.7

# The listing continues.
compound	ERa SRC1 inh	PLAP act	CD11b adhes enh	Ecoli WT expand	ERa SRC1 pot	MT1-MMP txn act	CD11b adhes inh	FAK blocker	ERb SRC1 inh
COc1ccc(N(CC(=O)NCc2cccs2)S(=O)(=O)c2cccnc2)cc1	-5.7	1.3	-3.1	6.0	98.2	1.1	1.4	-3.5	-2.7
CON(C)c1nc(OCCNC(=O)OCc2ccc(Cl)cc2C)nc(N(C)C)n1	-37.0	/	/	/	94.7	1.2	/	3.8	-11.4
CCOC(=O)N1CCN(S(=O)(=O)c2cccc3nonc23)CC1	-0.6[fluorescence artefact?]	1	-3.7	-5.0	118.8	1.1	-3.1	/	3.0[fluorescence artefact?]
O=C(CCN1C(=O)CSC1=O)Nc1ccc(Br)cc1	-8.1	/	/	/	105.8	1.4	/	1.0	-4.3
O=C(NC1CCCCC1)N(CCN1CCOCC1)Cc1cc2cc3c(cc2[nH]c1=O)OCCO3	-0.3	1.5	0.6	3.0	92.0	1	9.3	-3.6	-15.3
C=CCn1c(SCCOc2ccccc2)nnc1C(C)NC(=O)c1ccccc1 (stereo unspecified)	0.8[fluorescence artefact?]	1.5	1.7	-2.0	116.3	1.1	3.4	-0.3	-0.5[fluorescence artefact?]
Cc1c(Br)c([N+](=O)[O-])nn1C(C)C(=O)Nc1nccs1 (stereo unspecified)	/	1.1	5.2	7.0	/	/	-6.2	7.8	/
O=c1[nH]c(SCc2cccc(Cl)c2)nc2c1CCCC2	-15.8	0.9	0.6	0.0	110.0	1	-4.1	-1.2	-10.5[fluorescence artefact?]
COc1cccc(-c2nnc(SCC(=O)Nc3cc(C)ccc3OC)n2N)c1	7.4	0.9	-6.6	-4.0	111.3	1	3.8	-0.5	1.1
COC(=O)c1ccccc1NC(=O)Cn1cnc2c(cnn2-c2ccccc2)c1=O	23.0[fluorescence artefact?]	0.9	-4.3	-1.0	92.7[fluorescence artefact?]	1.1	-2.5	0.1	14.0
Cc1ccc(C)c(S(=O)(=O)N2CCN(CC(=O)N3CCc4ccccc4C3)CC2)c1	-8.5	1.5	0.6	7.0	102.8	1	-28.3	1.6	-7.7
CC1=C(C(=O)Nc2ccccc2C)C(c2ccc(C)o2)N2C(=O)CSC2=N1 (stereo unspecified)	-3.4	1.3	4.1	6.0	109.7	1.1	-6.8	-0.9	-4.0
CS(=O)(=O)N1CCC(C(=O)N2CCC(Cc3ccccc3)CC2)CC1	3.7	1.4	-2.8	1.0	102.6	1.1	-6.2	-0.4	-1.2
CCCCn1nnc(NC(=O)Cc2ccc(Cl)cc2)n1	2.2	1.1	12.6	14.0	93.8[fluorescence artefact?]	1.2	-2.4	0.3	-3.3
CS(=O)(=O)c1nc2ccccc2n1Cc1ccccc1	0.3	1	/	-1.0	107.4	1	/	2.9	-9.4
Cc1nn(-c2ccccc2)c2sc(C(=O)N3CCOCC3)cc12	-5.2[fluorescence artefact?]	/	/	-24.0	96.5	1.9	/	-0.6	4.1
COc1cccc(/C=N/n2c(CO)nc3ccccc32)c1OC	6.9	0.9	-5.3	1.0	111.5	1	-12.7	0.7	-7.2
Nn1c(SCC(=O)N2CCOCC2)nnc1-c1ccccc1Cl	-3.7	1	/	3.0	112.8	1.1	/	1.4	-0.1
COc1ccc(NC(=O)C2CCN(c3nnnn3-c3ccccc3)CC2)cc1	2.0	1.1	1.4	3.0	102.3	1.2	18.3	-5.3	-11.4
Cc1cccc2c1nc(-c1ccccc1)n1cnnc21	/	0.9	0.2	-3.0	/	1.1	-26.7	0.1	/
O=C1CCc2nc3sc4c(c3c(=O)n2N1)CCCC4	-8.1	/	/	/	119.0	0.9	/	-0.4	2.9
COC(=O)c1cc(-c2ccc(Br)cc2)on1	-7.9	0.9	-2.5	2.0	117.8	1	-1.7	-0.5	-4.3
O=C(O)CCC(=O)Nc1nnc(C(F)(F)F)s1	-11.6	1	1.3	5.0	118.9	1.1	-16.7	1.4	-4.0
O=C(Cn1nnc2ccccc21)OCC(=O)c1ccccc1	14.7	/	/	/	97.7	1.2	/	-1.4	4.3[fluorescence artefact?]
N#CC1=C(N)Oc2n[nH]c(-c3ccc(F)cc3)c2C1c1ccncc1 (stereo unspecified)	1.2	1.2	-0.8	1.0	97.0	1.3	-2.2	/	-2.3
c1nc(NCCN2CCOCC2)c2c3c(sc2n1)CCCCC3	-2.6	1.1	0.7	4.0	145.5	1.2	4.9	6.7	-6.9
Cc1ccc(Cl)cc1NC(=O)COC(=O)C12CC3CC(CC(C3)C1)C2	3.3&-1.1	0.9	1.3	3.0	91.0&98.9	1.1&1	-1.2	0.0&-0.5	-10.3&2.4
Oc1c(C(Nc2nc3ccccc3s2)c2ccco2)ccc2cccnc12 (stereo unspecified)	0.3[fluorescence artefact?]	1.6	20.9	15.0	105.2[fluorescence artefact?]	1	-4.9	1.9	3.3[fluorescence artefact?]
Cc1ccc(C(=O)N(CN2CCCC2=O)c2ccc(F)cc2)cc1C	-13.6	0.8	-1.2	-2.0	122.1	1.3	-24.7	3.1	-1.1
CC(=O)Nc1ccc(S(=O)(=O)N(c2cccnc2)S(=O)(=O)c2ccc(NC(C)=O)cc2)cc1	0.4	/	/	/	97.5	1.3	/	-1.1	9.6
Cc1cc(C(F)(F)F)c(C#N)c(N2CCOCC2)n1	0.5	0.9	-3.9	1.0	131.3	1.1	4.0	-6.9	-2.1
COc1cc(C2CC(=O)N3CN(Cc4ccco4)CSC3=C2C#N)ccc1OCc1ccccc1 (stereo unspecified)	-5.4	1.5	-0.3	6.0	89.5	1	-3.3	4.4	-6.2
O=C(COC(=O)C1CCN(S(=O)(=O)c2cccc3cccnc23)CC1)c1ccc([N+](=O)[O-])cc1	/	1	2.7	3.0	/	/	1.6	-5.0	/
